BCR signal inh: blocks chronic active B-cell receptor signaling | AID 493014 | 340,000 tested, 0.05% active | Potency, µM (highest dose often 46.1 µM), inactives show at the highest dose ratio change, negative = lower green/red ratio, actives largely listed as inhibitors | ABC-DLBCL IkBa-CBG/CBR reporter, luminescence ratio, 4 h; active = well fitted inhibition curve with a large enough effect in the signal ratio, with a control signal flat, not every such curve was filed as active; inconclusive = small, poorly fitted or top-dose-only effect, or effect the other way, or a change in a side signal; the % refers to the signal ratio;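 also: potency is read from the fitted curve at half-maximal effect; plate controls were basal doxycycline-induced cells for no effect and cells given 10 µM MG132 for full effect; MG132 reads +100%, hits lower the ratio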
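Concentration-response series (up to 46 uM) were applied to TMD8 dual-reporter cells for 4 h at 37C with doxycycline. Green/red ratio, after filter-overlap correction, defined %Activity; red signal alone was normalised to basal cells and zero luminescence.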
Coupling enz: coupling enzyme interference in Giardia aldolase counter-screen; coupling enzyme system counterscreen, AmpLite Red fluorescence; activity change, negative = inhibition, % at 58.2 µM, hits read low; 290,000 tested, 0.67% active; AID 2472; in the data active = activity change below about -30%; also: % is scaled to controls: 0 for no effect and ±100 for the full control effect
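Activity here indicates interference with the coupling reaction, not aldolase inhibition. Compounds at 57.5 uM final met coupling enzymes for 10 min at RT; substrate and AmpLite Red detection followed, with a 525/598 nm fluorescence read after 20 min.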
PKM2 act: PKM2 (human) enzyme activation | AID 1631 | purified PKM2, Kinase-Glo ATP luminescence, activation; response scale: 0% is enzyme alone, no compound | 260,000 tested, 0.34% active | Potency, µM (doses to about 57.5 µM), for inactives: top-dose activation, most hits filed as activators; also: potency is read from the fitted curve at half-maximal effect; % is scaled to controls: 0 for no effect and ±100 for the full control effect; nearly all actives have a fitted effect of over 55% in size
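hPK-M2, >95% pure; 0.1 mM ADP / 0.5 mM PEP final; imidazole pH7.2 buffer w/ 7 mM MgCl2, 50 mM KCl; 1 h RT; Kinase-Glo lum. Intermediate enzyme activity for dual inhibitor/activator qHTS.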
PTAP TSG101 blk: blocks PTAP/TSG101 interaction to inhibit HIV-1 budding; Fluorescence polarization, FITC-PTAP peptide / Tsg101 binding; AID 493005; Potency, µM (top dose mostly 115 µM), inactives show at the top dose activity change, negative = inhibition, hits mostly inhibitors; 340,000 tested, under 10 active; Q99816; active = well fitted inhibition curve with a large enough effect in the main read-out, with a control signal flat, not every such curve was filed as active; inconclusive = small, poorly fitted or top-dose-only effect, or effect the other way, or a change in a side signal; inactive = no such curve, though single readings can be large or run the other way; also: potency is read from the fitted curve at half-maximal effect; % of control where 0% means no effect
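Fluorescence anisotropy tracks displacement of a FITC-tagged PTAP peptide (50 nM) from the Tsg101 binding domain (10 uM), following a 20 min room-temperature incubation at pH 7.5.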
GALK inhibitor: galactokinase (human) inhibition; P51570; Purified GALK, Kinase-Glo residual ATP luminescence; AID 1868; Potency, µM (titrated, usually from 57.5 µM), inactives show at the top dose activity change, negative = inhibition, usual class: inhibitors; 270,000 tested, 0.007% active; also: potency is read from the fitted curve at half-maximal effect; % is scaled to controls: 0 for no effect and ±100 for the full control effect
Target sequence (P51570 whole entry, looked up): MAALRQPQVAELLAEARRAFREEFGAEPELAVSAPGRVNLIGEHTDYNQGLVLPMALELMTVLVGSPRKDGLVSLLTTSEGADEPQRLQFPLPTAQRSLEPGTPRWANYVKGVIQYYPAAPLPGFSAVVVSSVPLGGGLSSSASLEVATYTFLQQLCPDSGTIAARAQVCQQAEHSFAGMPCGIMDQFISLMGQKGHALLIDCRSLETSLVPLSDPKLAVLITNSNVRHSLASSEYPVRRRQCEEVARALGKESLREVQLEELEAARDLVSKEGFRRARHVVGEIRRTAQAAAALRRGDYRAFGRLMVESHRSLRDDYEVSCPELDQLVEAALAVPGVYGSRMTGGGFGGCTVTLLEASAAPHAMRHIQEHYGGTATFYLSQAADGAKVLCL
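GALK at 5 nM final was combined with compound, 35 uM ATP and 100 uM galactose in HEPES pH8.0 with MgCl2 and DTT. The reaction ran one hour at room temperature before luminescent ATP detection.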
Menin-MLL TR inh: displaces Texas Red mutant MLL peptide from human menin. O00255. Menin + Texas Red MLL mutant peptide, fluorescence polarization. Potency, µM (top dose mostly 61.6 µM), inactives show at the top dose FP activity change, negative = inhibition, usual class: inhibitors. 270,000 tested, 0.23% active. AID 1768; active = well fitted inhibition curve with a large enough effect in the polarisation, with a control signal flat, not every such curve was filed as active; inconclusive = small, poorly fitted or top-dose-only effect, or effect the other way, or a change in a side signal; inactive = no such curve, though single readings can be large or run the other way; the % refers to the polarisation; also: potency is read from the fitted curve at half-maximal effect; % of control where 0% means no effect; many of its hits are not listed in these tables
Tb PFK inh: inhibitors of T. brucei phosphofructokinase; O15648; T. brucei PFK, ADP-Glo luminescence; Potency, µM (top dose mostly 57.5 µM), for inactives: at the highest dose activity, negative = inhibition, hits mostly inhibitors; 330,000 tested, 0.17% active; AID 485367;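 also: potency is read from the fitted curve at half-maximal effect; 0% = uninhibited 1x PFK enzyme wells and -100% = no-enzyme wells; nearly all actives have a fitted effect of over 60% in size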
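Activity is normalized to no-enzyme wells (full inhibition) and 1.25 nM enzyme wells (no inhibition). Reaction: 0.5 mM F6P, 0.1 mM ATP, 45 min RT, ADP-Glo luminescence; concentration-response curves fitted and classed by quality.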
a7 integrin act: integrin-mediated muscular dystrophy alleviation activation; alpha7betagal myoblasts, beta-gal FDG fluorescence, 48 h; Potency, µM (highest dose often 38.3 µM), for inactives: at the top dose activation, actives largely listed as activators; 350,000 tested, 0.064% active; AID 624291;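 also: potency is read from the fitted curve at half-maximal effect; 100% = response of the positive control SU9516; nearly all actives have a fitted effect of over 60% in size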
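Alpha7betagal+/- myoblasts (passage 13) were plated 16-24 hr, then exposed to compounds (1:260 dilution of DMSO stock) for 48 hours at 37C. After MPER lysis, β-galactosidase reporter activity was read as FDG fluorescence (ex 480/em 540) after 30 minutes.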
S-ASM inh: human S-ASM enzyme inhibition; P17405; placental ASM, HMU-PC fluorogenic substrate, 60 min; Potency, µM (series often up to 57.5 µM), for inactives: top-dose activity change, negative = inhibition, actives largely listed as inhibitors; 340,000 tested, 0.006% active; AID 504937; also: potency is read from the fitted curve at half-maximal effect
Target sequence (P17405 47-631 limits assumed): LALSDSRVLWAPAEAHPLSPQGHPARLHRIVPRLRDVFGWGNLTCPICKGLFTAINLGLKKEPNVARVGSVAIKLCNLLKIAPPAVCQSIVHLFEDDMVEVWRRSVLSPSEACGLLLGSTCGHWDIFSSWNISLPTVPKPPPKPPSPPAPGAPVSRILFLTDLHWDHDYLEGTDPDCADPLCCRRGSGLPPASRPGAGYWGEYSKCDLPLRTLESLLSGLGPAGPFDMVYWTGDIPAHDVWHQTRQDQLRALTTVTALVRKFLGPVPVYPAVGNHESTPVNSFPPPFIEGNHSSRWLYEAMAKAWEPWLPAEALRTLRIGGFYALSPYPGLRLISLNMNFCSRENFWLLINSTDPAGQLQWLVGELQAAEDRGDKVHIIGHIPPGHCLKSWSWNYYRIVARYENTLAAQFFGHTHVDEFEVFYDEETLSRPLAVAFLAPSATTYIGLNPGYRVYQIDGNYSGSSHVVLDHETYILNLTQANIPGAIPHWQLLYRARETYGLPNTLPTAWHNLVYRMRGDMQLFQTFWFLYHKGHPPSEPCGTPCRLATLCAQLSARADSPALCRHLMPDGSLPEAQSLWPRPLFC
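HMU-PC0 cleavage (9 uM final) by human placental ASM, 60 min at 37 °C following 10 min compound exposure at RT; stopped at pH 10, fluorescence Ex 386/Em 447 nm.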
Giardia kill: kills Giardia lamblia; activity change, % at 7.66 µM, hits read low; 340,000 tested, 0.15% active; Giardia lamblia trophozoite viability; in the data active = activity change below about -80%; inconclusive = between about -30% and that limit;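 also: parasites exposed to compound for two days anaerobically before the ATP read; % is scaled to controls: 0 for no effect and ±100 for the full control effect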
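Compounds were tested on trophozoites seeded at 100 cells/well and held 48 hrs at 37 deg C anaerobically. An ATP-based luminescent kit measured the remaining live cells.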
B2AR arrestin: beta2AR (human) beta-arrestin recruitment activity; 330,000 tested, 0.02% active; Potency, µM (titrated, usually from 46.1 µM), for the others: at the top dose activation, actives largely listed as activators; P07550; beta-arrestin recruitment to beta2AR, cell-based reporter;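 also: potency is read from the fitted curve at half-maximal effect; 0% = DMSO controls and full agonism = EC100 isoproterenol or metaproterenol; nearly all actives have a fitted effect of over 65% in size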
Starred values were filed as active, the others as inactive; ? = inconclusive; · = no result given; [ ] = dose if it differs, or a comment. Unless noted, calls follow the shape of the dose curve; as a rule, active = well fitted curve in the direction sought with a large enough effect; inconclusive = small, poorly fitted or top-dose-only effect, or another doubt; inactive = no such curve, though single readings can be large; an effect the other way counts as inactive or inconclusive.

SMILES	BCR signal inh	Coupling enz	PKM2 act	PTAP TSG101 blk	GALK inhibitor	Menin-MLL TR inh	Tb PFK inh	a7 integrin act	S-ASM inh	Giardia kill	B2AR arrestin
O=C(Nc1ccc(S(=O)(=O)N2CCCCC2)cc1)c1ccc(CN2CCc3ccccc3C2)cc1	9%	-8	3%	-1%	-4%	-6%	1%	-37%	-1%	0	0.0%
Cc1ccc(C(=O)NCCCNC(=O)c2ccco2)cc1	2%	2	-1%	0%	0%	5%	-4%	?	1%	4	-0.3%
O=C(COC(=O)c1cccs1)NCCc1ccc(F)cc1	0%	·	·	-2%	·	·	3%	-6%	-3%	19	0.1%
CCCCOCCCNC(=O)COc1ccccc1	3%	0	1%	0%	2%	28%	-7%	-33%	-2%	7	-0.3%
Cc1cccc(OCC(=O)NC2CCCCCC2)c1C	5%	·	0%	-5%	-1%	·	1%	27%	-4%	-4	-0.5%
N#Cc1cc(-c2ccccc2)nc(N2CCNCC2)n1	·	4	-2%	0%	-4%	·	3%	20%	4%	-4	-0.3%
COC(=O)c1c(NS(=O)(=O)c2ccc(C)cc2)sc2c1CCC(C)C2 (stereo unspecified)	-1%	11	0%	-4%	0%	16%	1%	-23%	0%	-6	2.8%
Cc1ccc(C)c(NC2=NS(=O)(=O)c3ccccc32)c1	?	1	13%	-4%	2%	36%[activator]	-6%	15%	-1%	-3	0.4%
CCOc1cc(OCC)cc(C(=O)Nc2cccnc2)c1	?	-1	2%	-7%	10%	-1%	-2%	-26%	-2%	15	-0.4%
CCOC(=O)C1=C(COC(=O)c2cccs2)NC(=O)NC1C (stereo unspecified)	-11%	·	·	-2%	·	·	-6%	-9%	4%	-18	-0.6%
Cc1ccc(C)c(NC(=O)CN(C)C(=O)Cc2ccc(Cl)cc2Cl)c1	24%	1	-12%	-2%	0%	3%	0%	-2%	4%	8	-0.4%
CCC(C)[C@H](NC(=O)C1CCC(CNC(=O)[C@@H]2CCCN2C(=O)OC(C)(C)C)CC1)C(=O)O (stereo partly specified)	6%	2	·	-3%	12%	9%	-3%	2%	4%	-4	-0.3%
CCCCNC(=O)CSc1nc(CCC)nc2ccccc12	?	0	-8%	-9%	5%	-2%	3%	-36%	1%	34[activator]	0.2%
O=C(CSc1nc2ccc(NC(=O)CSc3nnnn3Cc3ccccc3)cc2s1)Nc1ccccc1	?	-3	19%	2%	-3%	?	-5%	18%	-6%	4	6.2%
Cc1cc([N+](=O)[O-])ccc1N1C(=O)c2ccc(C(=O)Nc3ccccc3C(=O)O)cc2C1=O	7%	7	·	-3%	·	?	13%	-5%	3%	-9	0.2%
O=C(OCC(=O)c1c[nH]c2ccccc12)c1cc(S(=O)(=O)N2CCOCC2)ccc1F	?	·	·	0%	·	·	-7%	0%	-4%	-21	0.3%
O=C(OCC(=O)N1CCN(C(=O)c2ccco2)CC1)c1cc(-c2cccc(Br)c2)nc2ccccc12	?	1	4%	-1%	1%	4%	0%	16%[7.66 µM]	-20%	-19	-0.2%
Cc1cc(C(=O)Nc2ccon2)cs1	?	3	0%	·	0%	4%	2%	9%	5%	-8	-0.2%
O=C(COC(=O)c1ccc(F)cc1F)NCCNC(=O)COC(=O)c1ccc(F)cc1F	-3%	·	-4%	-2%	-4%	·	-3%	8%	2%	-7	-0.1%
N/C(=N\OC(=O)c1cccc([N+](=O)[O-])c1)c1cccnc1	0%	-1	-2%	0%	-1%	1%	0%	-3%	-2%	32[activator]	-0.5%
COC(=O)CC1=NC(=O)CS1	0%	3	0%	0%	6%	8%	0%	19%	2%	-3	-0.1%
Cc1ccc(NC(=O)c2ccccc2OCC(=O)Nc2ccccc2F)cc1S(=O)(=O)N(C)C	?	·	·	-2%	·	·	5%	?	-15%	-12	0.4%
Cc1cc(C)n2c(SCC(C)C)nnc2n1	7%	-2	2%	-5%	0%	-10%	4%	15%	0%	32[activator]	0.0%
CCN(CC)S(=O)(=O)c1cc(C(=O)OC(C)C(=O)NCc2ccco2)ccc1C (stereo unspecified)	5%	·	·	-5%	·	·	0%	43%	-1%	-7	0.5%
O=C(Nc1ncc(Cc2cccc(Cl)c2Cl)s1)C1CCCO1 (stereo unspecified)	2%	-1	4%	-1%	-1%	3%	-3%	-27%	-1%	-8	0.6%

(continued)
SMILES	BCR signal inh	Coupling enz	PKM2 act	PTAP TSG101 blk	GALK inhibitor	Menin-MLL TR inh	Tb PFK inh	a7 integrin act	S-ASM inh	Giardia kill	B2AR arrestin
CCc1ccc(N(CC(=O)Nc2ccccc2C(=O)N2CCCC2)S(C)(=O)=O)cc1	-2%	·	2%	-2%	0%	·	-4%	10%	2%	-15	-0.2%
Cc1ccc(CNC(=O)CCCn2c(=O)[nH]c3ccccc3c2=O)cc1	1%	6	-3%	-4%	3%	-6%	-10%	9%	2%	-7	-0.1%
CCCN1CCc2c(sc3nc(SCC)n(-c4ccc(OC)cc4)c(=O)c23)C1	?	0	·	-1%	-1%	?	-1%	?	12%	-4	0.4%
CCOC(=O)C1=C(c2ccccc2)O/C(=C(\C(=O)OC)C(F)(F)F)S1	21%	-5	-12%	-3%	0%	-2%	-5%	-2%	-1%	-3	0.0%
CC(C)(C)c1ccc(OCCC(=O)OCC(=O)NC2CCS(=O)(=O)C2)cc1 (stereo unspecified)	0%	·	·	1%	·	·	0%	-1%	-1%	-19	-0.3%
CCCCC1C2C(=O)N(c3ccc(C)cc3)C(=O)C2ON1c1ccccc1 (stereo unspecified)	?	2	3%	-5%	7%	·	4%	-32%	-8%	-5	-0.1%
CCOC(=O)c1c(NC(=O)CSc2nnc(CNc3ccc(F)cc3)o2)sc(C)c1C	?	-3	-5%	0%	5%	2%	-10%	-5%	-13%	11	-0.8%
Cc1cc(C)nc(Sc2ncnc(N)c2[N+](=O)[O-])n1	?	3	1%	2%	6%	-9%	0%	-69%[inhibitor]	-4%	5	0.4%
COC(=O)c1ccc(-c2noc(CN(C)CC3CCCCO3)n2)cc1 (stereo unspecified)	?	2	1%	-1%	4%	39%[activator]	-14%	1%	-4%	14	0.3%
CCOC(=O)Cn1c(=O)oc2cc(S(=O)(=O)N3CCCC(C(=O)OCC)C3)ccc21 (stereo unspecified)	3%	2	5%	-3%	1%	-3%	1%	-1%	0%	-21	-0.1%
Cc1cc(C)c(S(=O)(=O)NCCc2ccccc2)c(C)c1	-8%	-15	-3%	0%	6%	1%	-2%	21%	-1%	34[activator]	-1.1%
O=C(CN1CCN(c2ncccn2)CC1)Nc1ccccc1C(F)(F)F	-1%	-4	-3%	-5%	-2%	-12%	-4%	4%	3%	2	-0.1%
CCOC(=O)C1=C(C)NC(=O)NC1	?	0	-3%	-1%	-2%	-19%	-1%	-16%	2%	4	0.3%
Cc1ccc(C(=O)N2CCSCC2)cc1	-12%	-3	-5%	0%	2%	-3%	-3%	3%	-1%	7	-2.4%
CCOc1ccccc1NC(=O)CN1C(=O)CSC(C)C1=O (stereo unspecified)	0%	0	8%	-4%	2%	7%	0%	13%	3%	-21	-0.1%

Whole records as entered above.
`CCC(C)[C@H](NC(=O)C1CCC(CNC(=O)[C@@H]2CCCN2C(=O)OC(C)(C)C)CC1)C(=O)O` (stereo partly specified) reads BCR signal inh: 6%; Coupling enz: 2; PKM2 act: ·; PTAP TSG101 blk: -3%; GALK inhibitor: 12%; Menin-MLL TR inh: 9%; Tb PFK inh: -3%; a7 integrin act: 2%; S-ASM inh: 4%; Giardia kill: -4; B2AR arrestin: -0.3%
`CCOC(=O)C1=C(COC(=O)c2cccs2)NC(=O)NC1C` (stereo unspecified) reads BCR signal inh: -11%; Coupling enz: ·; PKM2 act: ·; PTAP TSG101 blk: -2%; GALK inhibitor: ·; Menin-MLL TR inh: ·; Tb PFK inh: -6%; a7 integrin act: -9%; S-ASM inh: 4%; Giardia kill: -18; B2AR arrestin: -0.6%
`COC(=O)c1c(NS(=O)(=O)c2ccc(C)cc2)sc2c1CCC(C)C2` (stereo unspecified) reads BCR signal inh: -1%; Coupling enz: 11; PKM2 act: 0%; PTAP TSG101 blk: -4%; GALK inhibitor: 0%; Menin-MLL TR inh: 16%; Tb PFK inh: 1%; a7 integrin act: -23%; S-ASM inh: 0%; Giardia kill: -6; B2AR arrestin: 2.8%

Bioassay records: PubChem, National Center for Advancing Translational Sciences (NCATS)

This is a subset; the hit share may differ from the screen's.
